# Pf growth 96h: Primary qHTS for delayed death inhibitors of the malarial parasite plastid, 96 hour incubation; P. falciparum luciferase reporter growth, 96 h; Potency, µM (doses to about 28.7 µM), for inactives: at the top dose activity change, negative = inhibition, usual class: inhibitors; 6.9% of 320,000 active; also: potency is read from the fitted curve at half-maximal effect; % is scaled to controls: 0 for no effect and ±100 for the full control effect
#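 P. falciparum expressing integrated firefly luciferase, in erythrocytes at 2% hematocrit, 0.05% parasitemia, incubated with compounds 96 h at 37 C, 5% CO2. Growth inhibition read as loss of luminescence; two-generation exposure targets delayed-death apicoplast inhibitors.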
# Shiga toxin inh: A qHTS for Small Molecule Inhibitors of Shiga Toxin; Vero cells, Shiga toxin protein synthesis inhibition reporter; inhibition, % at 38.7 µM; 9.2% of 290,000 active; AID 2315, 2010; in the data active = inhibition mostly above about 28%, no sharp cut-off; inactive = mostly below about 43%; also: 0% is about no effect
# Pf growth 48h: Primary qHTS for delayed death inhibitors of the malarial parasite plastid, 48 hour incubation. P. falciparum luciferase growth in erythrocytes, 48 h. Potency, µM (highest dose often 28.7 µM), for the others: at the top dose activity change, negative = inhibition, usual class: inhibitors. 5.9% of 310,000 active; also: potency is read from the fitted curve at half-maximal effect; % is scaled to controls: 0 for no effect and ±100 for the full control effect
#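 In quantitative HTS format, infected erythrocytes bearing luciferase-reporter parasites were treated for a single generation at 37 C. Luminescence after adding detection reagent served as the growth measure.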
# Cycloheximide cs: Cycloheximide Counterscreen for Small Molecule Inhibitors of Shiga Toxin. cell reporter, cycloheximide protein synthesis inhibition counterscreen. 12% of 300,000 active. max response, %. AID 2314, 2010; in the data active = max response mostly above about 13%, no sharp cut-off; inactive = mostly below about 14%; also: read at 38.3 µM for the half of the compounds with a filed dose; 0% is about no effect
# Giardia FBPA inh: qHTS Assay for Inhibitors of Fructose-1,6-bisphosphate Aldolase from Giardia Lamblia; A8B2U2; purified Giardia FBPA; Potency, µM (series often up to 59.6 µM), for inactives: top-dose activity, negative = inhibition, hits mostly inhibitors; 0.71% of 290,000 active; also: potency is read from the fitted curve at half-maximal effect; % is scaled to controls: 0 for no effect and ±100 for the full control effect; nearly all actives have a fitted effect of over 55% in size
# Target sequence (A8B2U2 whole entry, looked up): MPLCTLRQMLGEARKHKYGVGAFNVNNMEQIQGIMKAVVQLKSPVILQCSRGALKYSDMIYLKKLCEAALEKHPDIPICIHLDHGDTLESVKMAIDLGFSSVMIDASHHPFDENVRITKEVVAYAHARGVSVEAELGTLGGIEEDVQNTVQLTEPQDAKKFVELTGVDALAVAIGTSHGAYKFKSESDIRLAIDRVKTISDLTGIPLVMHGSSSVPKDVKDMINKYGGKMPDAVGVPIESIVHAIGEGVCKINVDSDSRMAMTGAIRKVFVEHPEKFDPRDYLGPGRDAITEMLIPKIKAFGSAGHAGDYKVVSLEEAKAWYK
#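 40 nM FBPA preincubated 10 min at RT with compound (up to 57.5 uM final), then substrate plus GAPDH/TPI/NAD/arsenate coupling and diaphorase/resazurin added. Fluorescence read after 20 min at RT, 525/598 nm.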
# Sm TGR block: qHTS Assay for the Inhibitors of Schistosoma Mansoni Peroxiredoxins | purified TGR, DTNB reduction, TNB absorbance 405 nm | Potency, µM (top dose mostly 114 µM), without a hit: at the highest dose activity change, negative = inhibition, most hits filed as inhibitors | 3% of 360,000 active | AID 485364, 2010; also: potency is read from the fitted curve at half-maximal effect; % is scaled to controls: 0 for no effect and ±100 for the full control effect; nearly all actives have a fitted effect of over 60% in size
#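 Kinetic colorimetric format: TGR-catalysed, NADPH-driven DTNB reduction monitored via TNB absorbance. Enzyme dispensed at 20 nM; compound exposure 15 min at room temperature before reaction start.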
# * marks the source's active call; other numbers are inactive results; ? = inconclusive; . = not tested or not shown; & = joins results of further samples; [ ] = another dose, or the depositor's remark. Unless noted, calls follow the shape of the dose curve; as a rule, active = well fitted curve in the direction sought with a large enough effect; inconclusive = small, poorly fitted or top-dose-only effect, or another doubt; inactive = no such curve, though single readings can be large; an effect the other way counts as inactive or inconclusive. An unsorted share of the library. About 24% of those tested had a hit in this group.
SMILES,Pf growth 96h,Shiga toxin inh,Pf growth 48h,Cycloheximide cs,Giardia FBPA inh,Sm TGR block
O=C(Nc1cccnc1)c1cccc(S(=O)(=O)N2CCOCC2)c1,.,-6,10%,-3,-1%,9%
COc1ccc(Cl)cc1NC(=O)CNCC(c1ccccc1)N(C)C (stereo not drawn),-13%,16,-1%,-1,?,3%
CC(=O)N1c2c(ccc3ccccc23)C(C)CC12CCCCC2 (stereo not drawn),.,-4,0%,-1,4%,5%
O=C(CN1C(=O)COc2ccccc21)NC1CCCC1,16%,-18,1%,-6,1%,-17%
COc1ccc(O)c(C2=Nc3ccccc3N=C(c3ccco3)C2)c1,-21%,32,-29%,8.7*,?,-11%
N#CC1=C(SCC(=O)NCc2ccccc2)NC(=O)CC1c1ccco1 (stereo not drawn),17%,-1,-9%,-3,0%,40µM*
Cc1ccc(N2C(=O)c3cccc4c(C(=O)O)ccc(c34)C2=O)cc1,8%,-12,?,-2,6%,0%
NC(=O)[C@H]1CCCN1C(=O)[C@H](Cc1cnc[nH]1)NC(=O)[C@@H]1CCC(=O)N1,.,-5,.,-7,4%,.
COc1ccc(C2C(C#N)=C(N)Oc3n[nH]c(C)c32)cc1Cn1cc([N+](=O)[O-])cn1 (stereo not drawn),-23%,-20,-5%,-2,-13%,2%
CCc1c(C)nc2ncnn2c1Nc1ccc(C)cc1,?,-6,9%,-2,-9%,?
COc1c(S(=O)(=O)Nc2cccnc2)ccc(Cl)c1Cl,44%[activator],-8,-7%,11,15%,7%
CC(=O)c1c[nH]c(C(=O)NCc2ccccc2Cl)c1,14%,-17,-2%,-2,3%,6%
COc1cc(C2C(C#N)=C(N)Oc3cc4c(cc32)OCO4)cc(OC)c1OC (stereo not drawn),?,-23,?,-3,-13%,4%[57.1 µM]
CC(=O)c1cccc(S(=O)(=O)N2CCCC(c3nc4c(nnn4Cc4cccc(Cl)c4)c(=O)[nH]3)C2)c1 (stereo not drawn),8.3µM*,-3,7.4µM*,-3,7%,1%
COc1ccc(C(O)P(=O)(OCC(C)C)OCC(C)C)c(OC)c1 (stereo not drawn),-17%,11,-7%,1,0%,-2%
COc1ccccc1N1CCN(C(=O)CSc2nnc3c4ccccc4n(CC(=O)O)c3n2)CC1,-17%,-12,-2%,-1,-4%,-29%
C/C(=N\O)C1CC(CC(=O)O)C1(C)C (stereo not drawn),3%,23,3%,-3,3%,20%
CC1CCCN(CCCNC(=O)C2CC(=O)N(c3ccc(F)c(Cl)c3)C2)C1 (stereo not drawn),8%,-7,15µM*,-5,5%,-27%
Nc1cccc2nsnc12,10%,4,14%,2,?,35µM*
COc1ccc(S(=O)(=O)N2CCOCC2)cc1NC(=O)Cc1c(Cl)cccc1Cl,8.3µM*,-6,?,-4,-1%,-4%
O=C(CCl)N(CCCNC(=O)C(F)(F)F)c1ccc([N+](=O)[O-])cc1,?,40,9.3µM*,15,0%,2.8µM*
CCC(C(=O)NCCCc1ccccc1)n1nc(C)c2c(C)n(-c3ccccc3)nc2c1=O (stereo not drawn),-27%,11,-4%,-13,.,1%
Cc1cc(C)cc(C(=O)N(C)[C@H](Cc2ccc(-c3ccccc3)cc2)C(=O)N[C@@H](Cc2c[nH]c3ccccc23)C(=O)O)c1,.,-4,.,-3,0%&21%,.
CC(=O)Nc1ccc(S(=O)(=O)NC(CC(=O)NCCC2=CCCCC2)C(C)C)cc1 (stereo not drawn),0%,23,-28%,9,4%,-21%
CN(c1ccc(C(=O)N2CCN(c3ccccc3F)CC2)cc1)S(=O)(=O)c1ccccc1,-3%,-8,34%,7,4%,0%
CCOC(=O)c1sc(NC(=O)CSc2nncs2)c(C(=O)OCC)c1C,10%,5,?,8,5%,23%
CC(=O)NC(Cc1cccc(F)c1)C(=O)NC1CCN(C(=O)Nc2ccccc2)CC1 (stereo not drawn),27%,-6,8%,0,-1%,-2%
Cc1ccc(OCC(=O)NNC(=O)Cc2ccc(S(=O)(=O)N3CCOCC3)s2)cc1,?,.,?,.,.,-19%
CC1(C)CC(=O)C2=C(C1)c1c(ccc3ccccc13)NC2c1ccc(Br)o1 (stereo not drawn),?,-7,.,-1,-11%,-32%
O=C(C1CCCO1)N1CCN(Cc2c(O)ccc3ccccc23)CC1 (stereo not drawn),1%,15,.,-2,?,0.5µM*
Cc1ccc(C2=N/C(=C\N(C)C)C(=O)O2)cc1,114%[activator],75*,.,40*,-1%,-9%
CCc1nc(SCC(=O)N2CCCc3ccccc32)c2oc3ccccc3c2n1,?,5,?,-2,-1%,-15%
CC1CCN(C(=O)c2ccccc2NC(=O)Nc2ccccc2)CC1,0%,13,17%,15,.,1%
Cc1ccc(O)c(C(=O)CC(=O)c2cccc(F)c2)c1,.,61*,?,38*,-17%,5%
CC(C)CCOc1ccc(C(=O)NCC(c2ccco2)N(C)C)cc1 (stereo not drawn),10%,29,3%,13,-3%,-28%
Cn1c(=O)c2c(nc(SCC(=O)N3c4ccccc4CCc4ccccc43)n2C)n(C)c1=O,?,15,?,-1,2%,2%
O=C(CCC(=O)OCC(=O)c1ccc(C(F)(F)F)cc1)OCC(=O)c1ccc(C(F)(F)F)cc1,0%,-11,3%,-2,1%,-3%
CCCCOC(=O)Nc1nnc(CCOCC)s1,11%,-4,17%,-4,1%,0%
CCn1c(=O)c(NC(=O)c2ccccc2)c2n(c1=S)CCCCC2,?,-6,.,-5,-2%,1%
C=C[C@@H]1[C@@H](C)[C@H](C)C(=O)C([C@H](O)C(C)C)[C@@H]1C (stereo partly drawn),.,-8,.,-4,7%,.
Cc1cc(NC(=O)c2ccco2)ncc1NC(=O)Cc1ccccc1,8.3µM*,70,79%[activator],19*,0%,-2%
COc1ccc(N2CCN(C(=O)c3cccc(NC4=NC5CS(=O)(=O)CC5S4)c3)CC2)cc1 (stereo not drawn),17%,12,-9%,1,.,4%
COc1cccc(OC)c1C(=O)Nc1cccc(-n2cnnn2)c1,5%,-6,19%,-2,-1%,-1%
N#Cc1c(NC(=O)CSc2ncn(-c3ccccc3)n2)sc2c1CCCC2,.,-11,32%[activator],-3,3%,0%
Cc1cc(O)ccc1Cl,-2%,.,2%,.,?,.
COc1cccc(C(=O)COC(=O)C2CC(=O)N(c3ccc(Oc4ccccc4OC)cc3)C2)c1 (stereo not drawn),-8%,-14,6%,-2,.,-2%
Cc1ccc(-c2nnc(NCCCO)c3ccccc23)cc1,-5%,18,-3%,-2,-13%,-1%
Cc1cc(C)n(-c2nc(C)nc(NCc3ccccc3)n2)n1,47%[activator],39,0%,4,10%,-1%
COc1ccccc1N1C(=O)NC(=O)/C(=C\c2cnn(-c3ccccc3)c2)C1=O,-22%,48*,17%[5.75 µM],13,-5%,5%
COc1ccc(/C(C)=N/OC/C(O)=C(\C#N)c2nc3ccccc3[nH]2)cc1,?,3,2%,-2,9%,-11%
Cc1cccn2cc(CNc3ccccc3)nc12,-1%,68*,45%[activator],51*,-14%,1%
CCOc1ccccc1NC(=O)COC(=O)CN(C)S(=O)(=O)c1ccc(C)cc1,7%,7,27%,5,2%,8%
Cn1nc(-c2ccccc2)cc1NC(=O)CCCC(=O)O,40%[activator],4,-2%,1,6%,17%
Cn1ncc(C(N)=O)c1NC(=S)NC(=O)c1ccc(Br)o1,57%[activator],-1,-7%,1,16µM*,-2%
O=C(Nc1ccc2c(c1)OCO2)c1cnc(Cl)c(Cl)c1,158%[activator],.,114%[activator],.,.,-7%
COC(=O)c1ccccc1NC(=O)c1ccccc1N(C)S(C)(=O)=O,-19%,-11,10%,2,2%,10%
COc1cc(C)nc(N(Cc2ccccc2)S(=O)(=O)c2ccccc2)n1,?,-6,?,1,7%,5%
CCOC(=O)c1ccc(-c2ccc3c(c2)CCC3)nc1C,297%[activator],93*,-7%[0.00184 µM],29*,2%,1%
CCn1cc(CN(C)S(=O)(=O)c2cccc([N+](=O)[O-])c2)cn1,?,-8,46%[activator],1,-2%,1%
CN1C(=O)CSc2ccc(NC(=O)NCCC3=CCCCC3)cc21,115%[activator],-7,.,1,0%,0%

# Remaining list, next part.
SMILES,Pf growth 96h,Shiga toxin inh,Pf growth 48h,Cycloheximide cs,Giardia FBPA inh,Sm TGR block
CC1=C(C(=O)Nc2ccccc2C(=O)NC2CCC(C)CC2)SCCO1 (stereo not drawn),?,26,-17%,16*,.,0%
Cc1cccc(C(=O)Oc2ccc(/C=N/NC(=O)c3ccc(O)cc3)cc2)c1,16%,29,?,25*,1%,6%
O=C(NC1CCSc2ccccc21)c1ccc(F)c(S(=O)(=O)N2CCOCC2)c1 (stereo not drawn),-58%,-11,-5%,3,.,40µM*
CCc1cc(=O)[nH]c(SCCc2ccccc2)n1,22%,12,32%[activator],20,-16%,2%
O=C(Nc1cccc(-c2cccc(Cl)c2)c1)C1CCN(Cc2ccccn2)CC1,5%,4,?,-5,.,?
O=C(O)CC1Sc2ccccc2NC1=O (stereo not drawn),?,-4,?,-9,12%,-14%
O=C1C2Sc3[nH]c(=O)sc3C(c3ccccc3)C2C(=O)N1c1ccc(Cl)cc1 (stereo not drawn),-19%,14,0%,-3,-4%,2%
Cc1cc(OC(C)C(=O)NCc2ccncc2)c2c(C)cc(=O)oc2c1 (stereo not drawn),?,14,?,-1,3%,5%
CC1(C)Oc2ccc(/C=C/C(=O)N3CCOCC3)c(O)c2C(N2CCOCC2)C1O (stereo not drawn),53%[activator],-7,20%,8,0%,1%
CC(=O)Nc1ccc(C(=O)CSc2nnc(Cn3nnc4ccccc43)n2C)cc1,26%,-5,0%,-2,-16%,3%
CC(C)c1ccc(NC(=O)C2C3C=CC4(O3)C2C(=O)N(CCCN2CCCCC2)C4C(=O)NC2CCCCC2)cc1 (stereo not drawn),-15%,-5,?,-3,-2%,0%
CCC(=O)Nc1ccc(N2CCN(Cc3ccccc3)CC2)cc1,13%,-5,?,25,11%,7%
Cc1ccc(NC(=O)COC(=O)CCc2c[nH]c(=O)[nH]2)cc1,.,13,6%,-2,-4%,32µM*
CSc1nnc(NC(=O)c2nc(S(=O)(=O)Cc3ccc(C)cc3)ncc2Cl)s1,3%,86*,-16%,63*,.,3.2µM*
COc1ccc(C2CC(=O)C(C(c3ccc(O)cc3)C3C(=O)CC(c4ccc(OC)cc4)CC3=O)C(=O)C2)cc1 (stereo not drawn),?,21,?,-2,7%,?

# Part of the list above in order of count of non-hydrogen atoms, low to high.
SMILES,Pf growth 96h,Shiga toxin inh,Pf growth 48h,Cycloheximide cs,Giardia FBPA inh,Sm TGR block
O=C(O)CC1Sc2ccccc2NC1=O (stereo not drawn),?,-4,?,-9,12%,-14%
CCc1cc(=O)[nH]c(SCCc2ccccc2)n1,22%,12,32%[activator],20,-16%,2%
Cc1cc(OC(C)C(=O)NCc2ccncc2)c2c(C)cc(=O)oc2c1 (stereo not drawn),?,14,?,-1,3%,5%
CSc1nnc(NC(=O)c2nc(S(=O)(=O)Cc3ccc(C)cc3)ncc2Cl)s1,3%,86*,-16%,63*,.,3.2µM*
CC(=O)Nc1ccc(C(=O)CSc2nnc(Cn3nnc4ccccc43)n2C)cc1,26%,-5,0%,-2,-16%,3%
COc1ccc(C2CC(=O)C(C(c3ccc(O)cc3)C3C(=O)CC(c4ccc(OC)cc4)CC3=O)C(=O)C2)cc1 (stereo not drawn),?,21,?,-2,7%,?
CC(C)c1ccc(NC(=O)C2C3C=CC4(O3)C2C(=O)N(CCCN2CCCCC2)C4C(=O)NC2CCCCC2)cc1 (stereo not drawn),-15%,-5,?,-3,-2%,0%

# Assay outcomes as filed in PubChem.
